SUMO HTRF inh: inhibitors of in vitro SUMOylation cascade, primary screen, biochemical, HTRF, uHTS; SUMO-conjugating enzyme UBC9 (Homo sapiens), P63279; HTRF SUMOylation assay, SAE1/SAE2 + UBC9; inhibition, % at 35 µM; 290,000 compounds, 0.36% hits; AID 2006, 2009; in the data active = inhibition above about 50%, passing the limit was not always enough; also: strong numbers were not always called active
MEKK2wt PB1 HTS: modulators of MEK5 binding to wildtype MEKK2, primary screen, biochemical, multiplex bead flow cytometry, Alexa488-MEK5; Alexa488-MEK5 binding to MEKK2 WT; actives lie on both sides; binding response (% of control), % at 10 µM; AID 1531, 2009; 290,000 compounds, 1.1% hits; in the data active = binding response below about 67% or above about 130%
MEKK2 mut-MEK5: MEK5 binding signal on mutant MEKK2 PB1, primary screen, biochemical, multiplex bead flow cytometry, Alexa488-MEK5; percent response, % at 10 µM; AID 1530, 2009; Alexa488-MEK5 binding to MEKK2 mutant; 290,000 compounds, 0.35% hits; in the data active = percent response above about 24%, passing the limit was not always enough; also: inactives centre near 1; some results filed as inactive read as strong as hits; reference of the scale not given here
IDE act: human IDE activators in live cells, primary screen, fluorescence polarization, HEK cells, FAbeta-B substrate; Insulin-degrading enzyme (Homo sapiens), P14735; FAbeta-B cleavage; 0% vehicle, 100% cell-free pure enzyme wells; activation, % at 5.96 µM; 340,000 compounds, 0.073% hits; AID 493087, 2011;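 active = activation above the mean of all tested compounds plus 3 SD, set per screening campaign, cut at about 17% in these data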
Target sequence (P14735 whole entry, looked up): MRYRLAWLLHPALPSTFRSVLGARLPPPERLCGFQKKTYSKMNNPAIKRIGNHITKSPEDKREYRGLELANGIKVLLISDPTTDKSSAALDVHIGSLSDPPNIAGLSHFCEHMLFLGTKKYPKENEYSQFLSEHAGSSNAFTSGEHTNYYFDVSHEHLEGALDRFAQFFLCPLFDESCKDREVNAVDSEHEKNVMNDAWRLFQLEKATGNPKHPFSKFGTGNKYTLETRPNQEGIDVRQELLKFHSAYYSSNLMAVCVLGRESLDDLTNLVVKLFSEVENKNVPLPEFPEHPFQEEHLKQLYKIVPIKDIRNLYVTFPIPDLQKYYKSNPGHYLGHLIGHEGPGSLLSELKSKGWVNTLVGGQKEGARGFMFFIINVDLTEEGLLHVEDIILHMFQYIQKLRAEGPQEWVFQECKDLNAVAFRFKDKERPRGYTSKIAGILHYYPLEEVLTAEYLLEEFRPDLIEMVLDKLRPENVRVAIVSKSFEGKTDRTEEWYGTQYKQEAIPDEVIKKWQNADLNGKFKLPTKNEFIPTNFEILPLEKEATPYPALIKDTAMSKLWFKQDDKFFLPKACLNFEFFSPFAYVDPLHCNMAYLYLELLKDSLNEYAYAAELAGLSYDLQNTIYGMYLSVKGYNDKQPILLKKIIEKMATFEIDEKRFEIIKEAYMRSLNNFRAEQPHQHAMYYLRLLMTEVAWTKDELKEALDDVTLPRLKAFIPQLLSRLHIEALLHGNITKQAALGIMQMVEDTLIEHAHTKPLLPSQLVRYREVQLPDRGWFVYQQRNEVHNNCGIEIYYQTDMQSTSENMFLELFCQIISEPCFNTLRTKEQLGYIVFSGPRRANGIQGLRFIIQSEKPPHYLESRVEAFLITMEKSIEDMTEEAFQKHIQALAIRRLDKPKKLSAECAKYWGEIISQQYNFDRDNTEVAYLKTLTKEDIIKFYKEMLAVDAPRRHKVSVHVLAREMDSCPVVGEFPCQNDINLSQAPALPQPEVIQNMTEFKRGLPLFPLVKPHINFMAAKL
pCIP destab: p/CIP-EGFP fusion destabilizers, primary screen, fluorescence, F442A cells; Q05BA5; 16 h; decrease of EGFP signal, % at 10 µM; 290,000 compounds, 0.01% hits; AID 1984, 2009;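 active = EGFP signal decrease of at least 30% at 10 µM or well 3 SD below plate mean, unless failing retest; inactive = the rest, including hits failing retest or dose response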; also: some compounds called inactive have numbers as strong as hits; many of its hits are not listed in these tables
M18AAP inhibitor: PfM18AAP inhibitors, malaria aminopeptidase, primary screen, biochemical, QFRET, recombinant enzyme. 290,000 compounds, 1.2% hits. H-Glu-NHMec fluorogenic cleavage. inhibition, % at 7.35 µM. M18 aspartyl aminopeptidase (Plasmodium falciparum 3D7);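 active = inhibition above the campaign mean inhibition over all tested compounds plus 3 SD, cut at about 28% in these data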;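 also: 0% = plate median of test compound wells and 100% = 2 mM ZnCl2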
IDE inh: human IDE inhibitors in live cells, primary screen, fluorescence polarization, HEK cells, FAbetaB substrate. Insulin-degrading enzyme (Homo sapiens), P14735. FAbetaB cleavage. inhibition, % at 5.59 µM. 320,000 compounds, 0.41% hits;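 active = percent inhibition above the average of all tested compounds plus 3 SD, set per screening campaign, cut at about 16% in these data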;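 also: IDE supplied by intact live HEK cells; FP after avidin binding of uncleaved biotin substrate so inhibition keeps polarization high; 0% = DMSO wells and 100% = 60 µM reference IDE inhibitor Ii1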
NALP1 inh: NALP1 inflammasome inhibitors in reconstituted yeast, colorimetric, S. cerevisiae, triplicate retest; S. cerevisiae NALP1/ASC/caspase-1 growth, X-gal OD620, 72 h; inhibition, % at 10 µM; 280,000 compounds, 0.61% hits; in the data active = inhibition mostly above about 24%, no sharp cut-off; inactive = mostly below about 32%; also: some compounds called inactive have numbers as strong as hits
MEKK3 PB1 HTS: modulators of MEKK3-MEK5 PB1 binding, primary screen, biochemical, wildtype MEKK3, multiplex bead flow cytometry, Alexa488-MEK5. binding response (% of control), % at 10 µM. Mitogen-activated protein kinase kinase kinase 3 (Homo sapiens), Q99759. bead-based flow cytometry, Alexa488-MEK5 binding to MEKK3; actives lie on both sides; 0 = blocked by unlabeled MEK5, 100 = vehicle. 290,000 compounds, 1.4% hits;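 active = binding response more than 3 SD above or below the average of its plate-row segment, actives on both sides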;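 also: Alexa488 bead fluorescence after subtracting the streptavidin-only scavenger bead signal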
The depositor's hits bear a star; x = not tested or not shown; & = joins results of further samples; [ ] = remark or other dose. An excerpt; count on the stated rates, not on these rows.

SMILES	SUMO HTRF inh	MEKK2wt PB1 HTS	MEKK2 mut-MEK5	IDE act	pCIP destab	M18AAP inhibitor	IDE inh	NALP1 inh	MEKK3 PB1 HTS
c1ccc(OCc2nc3ccccc3[nH]2)cc1	-16	102	2	2	-12	2	2	-20	101
COc1cccc(NC(=O)C2CCN(C(=O)NC3CCCCC3)CC2)c1	7	102	3	8	-16	-11	-3	25	101
Oc1ccccc1C1CC(c2cccs2)=NC(c2cccc(Br)c2)N1 (stereo not given)	23	94	-8	2	-5	19	5	14	98
Cc1cc(-c2nnc3n2N=C(c2ccccc2)CS3)n[nH]1	4	103	2	5	-5	-4	9	10	102
O=C(c1ccc(CS(=O)(=O)c2cccc(C(F)(F)F)c2)o1)N1CCN(c2ccccn2)CC1	24	101	-3	-2	-10	-1	2	17	101
CC(C)NS(=O)(=O)c1ccc(CCC(=O)Nc2ccc3c(c2)OCCO3)cc1	-7	114	3	-5	14	1	4	11	164*
COc1cc(CNc2ccc(O)cc2)cc(Br)c1OCc1ccccc1	99	111	0	1	-25	17	4	-14	101
N/C(=N\OC(=O)COc1ccc([N+](=O)[O-])cc1)c1cccnc1	17	85	-6	5	-15	1	-1	6	95
Nc1ccccc1Sc1nc2ccccc2[nH]1	-6	100	0	-16	15	25	16*	17	101
COc1ccc(/C=N/N=C2/NC(=O)CC(C(=O)O)S2)cc1 (stereo not given)	15	88	-3	1	-8	12	-3	24	94
Cc1ccc(/C=N/NC(=O)c2cccnc2)s1	-6	99	7	-2	-2	5	3	0	106
N#CCc1ccc(NC(=O)/C=C/c2ccc([N+](=O)[O-])o2)cc1	-10	88	-11	-4	-10	-3	x	-4	100
CCOC(=O)c1nn(-c2ccc(OCC)cc2)c(C)c1C(C)=O	1	92	-2	0	-3	-6	5	33	94
CN(C)c1ccc(C2/C(=C(/O)c3ccccc3)C(=O)C(=O)N2CCCC(=O)O)cc1 (stereo not given)	25	105	-3	-3	-6	2	-2	x	107
CCCCNC(=O)/C(=C\c1ccc([N+](=O)[O-])o1)NC(=O)c1ccccc1	1	96	0	7	4	-3	2	-28	97
Cn1c(=O)cc(N2CCc3ccccc32)[nH]c1=O	6	116	10	2	-2	9	0	x	107
COc1ccc(NC(=S)Nc2ccccn2)cc1	12	86	-22	6	-10	14	-13	x	86
COc1cc2c(C(=O)N3CCN(C)CC3)c(C)n(-c3ccccc3)c2cc1Br	-5	116	8	3	-7	-7	2	1	103
CCCCN(C)C1CCN(C(=S)Nc2cccc(SC)c2)CC1	5	85	-17	7	-2	9	0	9	83
COc1nc(C)nc(NC(=O)NS(=O)(=O)c2ccc(C)cc2)n1	6	110	8	2	1	1	1	5	109
COc1ccc(CNC(=O)c2ccc(N3CCC4(CC3)CC(c3ccc(Cl)cc3)=NO4)c(NC(=O)c3ccccc3)c2)cc1	x	88	-7	-1	x	x	10	x	98
Cc1ccc(C)c2[nH]c(=O)c(C(c3nnnn3C3CCCC3)N3CCOCC3)cc12 (stereo not given)	3	92	-1	-2	-1	2	1	3	100
Cc1ccc(/C=N/NC(=O)CNC(=O)COc2ccc(Cl)cc2)o1	3	105	5	-1	4	-2	1	16	103
NC(=O)C(=O)NN=C1CCC(c2ccccc2)CC1 (stereo not given)	-5	106	3	2	2	-1	2	10	108
COc1ccc(OCCN2C(=O)c3ccccc3C2=O)cc1	6	83	-13	3	1	-2	0	3	85
CCC1CCCCN1C(=O)Cn1c(C(=O)OC)cc2ccsc21 (stereo not given)	5	102	1	0	-8	6	-2	10	101
O=C(COc1ccccc1)Nc1ccc(S(=O)(=O)Nc2ncccn2)cc1	13	96	-1	0	-5	0	3	4	102
O=C(COc1ccc(Cl)cc1)NC1CC1	-3	94	-4	1	0	-3	x	2	96
CC(C)OC(=O)NC(c1ccccc1)C(Cl)(Cl)Cl (stereo not given)	-13	99	2	8	1	4	2	4	100
O=C(CN1C(=O)C2C3C=CC(C3)C2C1=O)NCCc1ccccc1Cl (stereo not given)	13	96	-2	0	1	-8	-2	18	100
CC(C)OC(=O)c1ccc(N)cc1	-2	95	-7	-3	-1	5	2	-4	100
COc1ccc(-n2nc(C)cc2Nc2ccccc2C(=O)O)cc1	8	109	8	9	-4	-1	6	3	101
O=C(CSc1nnc(CNC(=O)c2c(F)cccc2Cl)o1)NC1CCCCC1	2	99	1	6	-6	2	1	-26	102
Cc1noc(C)c1C(=O)Nc1ccc(Cl)cc1C(F)(F)F	-21	115	6	4	2	-8	-3	12	113
CS(=O)(=O)N1CCCC(C(=O)Nc2ccc(F)cc2F)C1 (stereo not given)	4	95	-9	-3	-1	-3	3	-14	96
Nc1ncnc2c1ncn2[C@@H]1O[C@H](CO)C[C@@H]1O	6	111&105	4&6	x	-8	0	-2	25	107&104
COc1cc2c(cc1OC)C(c1ccccc1)N(C(=O)CCl)CC2 (stereo not given)	8	112	10	5	6	-3	-4	16	108
CCCn1c(NCc2ccc3c(c2)OCO3)nc2ccccc21	1	102	-2	-2	-14	1	-2	8	102
COc1ccc(-n2c(C)nnc2SCC(=O)N2C(C)CCCC2C)cc1 (stereo not given)	0	100	3	2	2	-9	13	20	99
CC1=C(C(=O)OCC(Br)(Br)Br)C(c2cccc([N+](=O)[O-])c2)NC(=O)N1CCCC(=O)O (stereo not given)	x	97	-4	2	x	x	-2	x	103
CC(C)(C)NC(=O)NCC1CCCC1NC(=O)NC(C)(C)C (stereo not given)	1	84	-19	2	8	7	2	16	90
O=C(CC1Nc2cccc3cccc(c23)NC1=O)Nc1ccc(F)cc1 (stereo not given)	68*	100	-1	-1	-8	12	1	-14	100
COC(=O)CCS(=O)(=O)c1ccc(NC(C)=O)cc1	3	102	1	6	3	3	3	17	105
CCN(CC)c1ccc(C2CC(=O)NC3=C2C(=O)CC(C)(C)C3)cc1 (stereo not given)	18	105	21	-2	-14	9	2	5	107
O=C(CN(Cc1ccccc1)C(=O)CCC(=O)Nc1ccccn1)NCCc1ccccc1	4	107	9	-1	-6	0	1	12	102
CCOc1cccc2c1OC1(CCCCC1)N1N=C(c3cccnc3)CC21 (stereo not given)	9	94	-4	3	7	9	-1	36	92
CCOC(=O)C1CCN(C(=O)Nc2ccc3nc(-c4ccco4)c(-c4ccco4)nc3c2)CC1	73*	77	-8	-2	-2	13	9	28	89
CC(=O)Nc1ccc(-n2nnnc2SCC(=O)Nc2cccc(NC(=O)c3ccco3)c2)cc1	8	88	-13	-7	12	-5	7	x	94
CCOc1ccc(-c2nnc(SCC(=O)Nc3cc(C)on3)o2)cc1	-6	99	0	3	5	22	-4	-15	100
CC(=O)Nc1ccc(S(=O)(=O)N2CCC(C(=O)O)CC2)cc1	12	112	1	12	-7	-11	3	12	116
CC(C)c1ccc(OCC(=O)NNC(=S)NC(=O)C2CC2)cc1	-26	105	5	0	25	4	4	-4	103
O=C(Cc1noc2ccccc12)Nc1ccccn1	14	106	6	7	-2	4	3	14	107
Cc1cccc(C)c1NC(=O)c1ccccc1C(=O)O	6	100	1	3	67	-12	-4	15	102
O=C1CC(c2cccc(Oc3ccccc3)c2)NC(=O)N1 (stereo not given)	-13	-1.0*[inhibitor]	-21	2	-6	-2	-2	21	0.0*[inhibitor]
Cc1ccc(C(=O)NC2CCN(CC(=O)NCc3cccs3)CC2)cc1	-8	104	2	1	15	10	1	9	109
COc1ccc(NC(=O)NCc2cccnc2)cc1	14	107	8	4	-15	2	-1	12	103
CCOC(=O)c1c(CN(CC)CC)n(-c2ccccc2)c2ccc(O)cc12	-7	104	1	1	9	4	2	14	101
O=C(Nc1nc2ccccc2s1)c1cc2c(s1)-c1ccccc1OC2	35	105	2	0	-2	-8	1	17	100
CC1(C)Cc2c(sc(NC(=O)C(=O)NCC3CCCO3)c2C(=O)O)CO1 (stereo not given)	8	99	-2	4	0	3	-4	-10	100

Record cards, from the list above.
COC(=O)CCS(=O)(=O)c1ccc(NC(C)=O)cc1 as listed: SUMO HTRF inh: 3; MEKK2wt PB1 HTS: 102; MEKK2 mut-MEK5: 1; IDE act: 6; pCIP destab: 3; M18AAP inhibitor: 3; IDE inh: 3; NALP1 inh: 17; MEKK3 PB1 HTS: 105
O=C(CN(Cc1ccccc1)C(=O)CCC(=O)Nc1ccccn1)NCCc1ccccc1 as listed: SUMO HTRF inh: 4; MEKK2wt PB1 HTS: 107; MEKK2 mut-MEK5: 9; IDE act: -1; pCIP destab: -6; M18AAP inhibitor: 0; IDE inh: 1; NALP1 inh: 12; MEKK3 PB1 HTS: 102

Seven of the entries above in order of their number in IDE inh, low to high.
SMILES	SUMO HTRF inh	MEKK2wt PB1 HTS	MEKK2 mut-MEK5	IDE act	pCIP destab	M18AAP inhibitor	IDE inh	NALP1 inh	MEKK3 PB1 HTS
CC1(C)Cc2c(sc(NC(=O)C(=O)NCC3CCCO3)c2C(=O)O)CO1 (stereo not given)	8	99	-2	4	0	3	-4	-10	100
O=C1CC(c2cccc(Oc3ccccc3)c2)NC(=O)N1 (stereo not given)	-13	-1.0*[inhibitor]	-21	2	-6	-2	-2	21	0.0*[inhibitor]
O=C(Nc1nc2ccccc2s1)c1cc2c(s1)-c1ccccc1OC2	35	105	2	0	-2	-8	1	17	100
CC(C)(C)NC(=O)NCC1CCCC1NC(=O)NC(C)(C)C (stereo not given)	1	84	-19	2	8	7	2	16	90
O=C(Cc1noc2ccccc12)Nc1ccccn1	14	106	6	7	-2	4	3	14	107
CC(C)c1ccc(OCC(=O)NNC(=S)NC(=O)C2CC2)cc1	-26	105	5	0	25	4	4	-4	103
CC(=O)Nc1ccc(-n2nnnc2SCC(=O)Nc2cccc(NC(=O)c3ccco3)c2)cc1	8	88	-13	-7	12	-5	7	x	94

Screens (PubChem BioAssay)
